# Anthrax LF prot – inhibitors of Bacillus anthracis lethal factor protease. multiplex microsphere protease cleavage assay, LF. P15917. inhibition, % at 10 µM. 360,000 compounds, 0.12% hits; further: plate controls were buffer without enzyme for full effect and enzyme alone for no effect
# CCHF vOTU inh – CCHFV vOTU protease inhibition; AID 651958; inhibition, % at 11.5 µM; Pep-AMC fluorescence; 370,000 compounds, 0.55% hits; in the data active means inhibition above about 30%; further: 0% = vehicle wells with enzyme and 100% = no enzyme wells
# PfHsp40 yeast – compounds rescuing yeast from Plasmodium falciparum HSP40 toxicity; S. cerevisiae expressing PfHsp40, growth rescue, ATP luminescence; growth rescue, % at 12.5 µM; 340,000 compounds, 0.68% hits; AID 504582; in the data active means growth rescue above about 28%, passing the limit was not always enough; inconclusive means no clear call, values can overlap the other calls;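 further: yeast W303a lacking pdr1 and pdr3 grown in galactose medium; growth measured after three days at 30 °C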
# BoNT A protease – blocks Botulinum neurotoxin A light chain protease. inhibition, % at 10 µM. multiplex microsphere protease substrate cleavage, flow cytometry. 360,000 compounds, 0.17% hits; further: plate controls were buffer without enzyme for full effect and enzyme alone for no effect
# PrPC surface inh – cell surface PrPC inhibition, primary TR-FRET screen; P04156; TR-FRET read-out; inhibition, % at 13.8 µM; 370,000 compounds, 0.43% hits; AID 720596; in the data active means inhibition above about 24%; further: 0% = median of the test wells and 100% = reference compound wells
# BoNT F protease – BoNT F light chain protease inhibition | Multiplex microsphere protease cleavage assay, flow cytometry | inhibition, % at 10 µM | 360,000 compounds, 0.22% hits | AID 588497; in the data active means inhibition above about 35%, passing the limit was not always enough; inconclusive means no clear call, values can overlap the other calls; further: plate controls were buffer without enzyme for full effect and enzyme alone for no effect
# TcdB inh – blocks C. difficile toxin B glycohydrolase activity | P18177 | TcdB glycohydrolase enzymatic assay, plate reader | inhibition, % at 9.99 µM | 350,000 compounds, 0.24% hits | AID 652162; in the data active means inhibition above about 10%
# Target sequence (P18177 whole entry, looked up): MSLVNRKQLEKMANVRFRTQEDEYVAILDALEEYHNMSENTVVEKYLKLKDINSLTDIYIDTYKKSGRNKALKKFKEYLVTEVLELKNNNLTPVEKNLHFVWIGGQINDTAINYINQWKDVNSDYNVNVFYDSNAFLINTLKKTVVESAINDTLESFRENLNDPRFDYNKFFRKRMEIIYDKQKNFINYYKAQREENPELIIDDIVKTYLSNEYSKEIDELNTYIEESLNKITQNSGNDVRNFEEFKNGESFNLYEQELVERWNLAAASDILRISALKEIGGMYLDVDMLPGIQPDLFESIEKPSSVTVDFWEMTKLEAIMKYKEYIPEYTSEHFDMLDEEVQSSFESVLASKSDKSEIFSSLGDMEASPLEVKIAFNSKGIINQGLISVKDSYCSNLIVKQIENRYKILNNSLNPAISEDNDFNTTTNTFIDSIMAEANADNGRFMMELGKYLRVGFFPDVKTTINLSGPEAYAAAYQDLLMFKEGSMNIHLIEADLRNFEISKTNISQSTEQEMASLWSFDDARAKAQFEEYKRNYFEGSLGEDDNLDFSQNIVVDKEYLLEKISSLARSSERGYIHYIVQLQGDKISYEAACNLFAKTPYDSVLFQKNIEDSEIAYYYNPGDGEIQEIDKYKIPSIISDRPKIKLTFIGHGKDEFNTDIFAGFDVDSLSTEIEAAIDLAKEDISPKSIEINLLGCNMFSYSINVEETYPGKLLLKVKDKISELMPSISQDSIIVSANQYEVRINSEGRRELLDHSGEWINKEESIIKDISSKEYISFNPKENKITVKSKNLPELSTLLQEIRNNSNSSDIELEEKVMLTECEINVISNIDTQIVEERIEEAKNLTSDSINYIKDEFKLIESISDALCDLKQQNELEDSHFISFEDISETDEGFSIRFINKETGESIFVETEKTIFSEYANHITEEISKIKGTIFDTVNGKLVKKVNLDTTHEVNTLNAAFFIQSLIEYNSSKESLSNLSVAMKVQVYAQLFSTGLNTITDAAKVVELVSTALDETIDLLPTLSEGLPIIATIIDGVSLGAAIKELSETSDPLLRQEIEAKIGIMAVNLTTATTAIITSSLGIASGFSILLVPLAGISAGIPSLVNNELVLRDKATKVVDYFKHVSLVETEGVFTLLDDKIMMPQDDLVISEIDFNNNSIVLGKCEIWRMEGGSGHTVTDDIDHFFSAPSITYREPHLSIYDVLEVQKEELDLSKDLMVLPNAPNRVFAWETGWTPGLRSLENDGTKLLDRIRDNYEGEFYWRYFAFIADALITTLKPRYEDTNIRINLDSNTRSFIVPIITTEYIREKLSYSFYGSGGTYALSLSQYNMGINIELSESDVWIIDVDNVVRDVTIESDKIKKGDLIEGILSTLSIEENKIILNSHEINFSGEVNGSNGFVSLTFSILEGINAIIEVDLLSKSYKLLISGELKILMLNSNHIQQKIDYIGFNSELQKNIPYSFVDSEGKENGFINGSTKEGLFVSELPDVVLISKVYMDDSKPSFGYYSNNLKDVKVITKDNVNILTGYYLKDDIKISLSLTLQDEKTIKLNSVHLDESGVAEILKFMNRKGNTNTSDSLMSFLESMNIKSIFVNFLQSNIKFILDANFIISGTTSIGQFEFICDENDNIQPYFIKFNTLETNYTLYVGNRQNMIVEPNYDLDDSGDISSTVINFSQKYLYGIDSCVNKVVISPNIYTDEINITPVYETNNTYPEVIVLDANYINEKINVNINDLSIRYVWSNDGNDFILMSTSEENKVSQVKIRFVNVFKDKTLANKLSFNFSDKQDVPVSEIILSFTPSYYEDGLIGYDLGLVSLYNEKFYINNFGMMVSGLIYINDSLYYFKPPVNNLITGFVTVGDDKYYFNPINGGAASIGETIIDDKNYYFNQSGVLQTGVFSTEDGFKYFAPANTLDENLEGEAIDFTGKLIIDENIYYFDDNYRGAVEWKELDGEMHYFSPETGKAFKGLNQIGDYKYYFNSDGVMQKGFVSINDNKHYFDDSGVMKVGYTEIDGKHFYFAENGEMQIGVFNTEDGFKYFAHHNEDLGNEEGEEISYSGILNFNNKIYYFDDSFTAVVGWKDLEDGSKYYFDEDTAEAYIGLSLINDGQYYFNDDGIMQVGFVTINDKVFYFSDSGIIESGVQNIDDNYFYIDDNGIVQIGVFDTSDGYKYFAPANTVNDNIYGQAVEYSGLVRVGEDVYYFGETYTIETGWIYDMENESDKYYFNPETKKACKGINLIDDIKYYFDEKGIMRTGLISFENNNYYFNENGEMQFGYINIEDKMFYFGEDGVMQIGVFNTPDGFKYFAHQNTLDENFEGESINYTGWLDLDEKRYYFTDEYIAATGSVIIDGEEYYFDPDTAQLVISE
# FadD28 FP inh – blocks FadD28 binding to the bisubstrate probe; fluorescence polarization; inhibition, % at 12.5 µM; 360,000 compounds, 0.22% hits; in the data active means inhibition above about 8.5%, passing the limit was not always enough; inconclusive means no clear call, values can overlap the other calls
# Y pestis TopoI – Y. pestis Topo-I inhibition via cleavage products. Y. pestis Topo-I cleavage product accumulation, plate reader. activity, % at 10 µM. 360,000 compounds, 0.064% hits. AID 504884; in the data active means activity above about 50%, passing the limit was not always enough; inconclusive means no clear call, values can overlap the other calls; further: inactives centre near 2
# Starred values were filed as active, the others as inactive; ? = inconclusive; · = no result given. Unless noted, no stated cut-off is given here; in the data, active means inhibition above about 30%; inconclusive means no clear call, values can overlap the other calls; inactive means below that.
# Preview:
# Each structure is followed by: Anthrax LF prot	CCHF vOTU inh	PfHsp40 yeast	BoNT A protease	PrPC surface inh	BoNT F protease	TcdB inh	FadD28 FP inh	Y pestis TopoI
CC1(C(=O)NS(=O)(=O)c2ccccc2)CCN1C(=O)Cc1ccc(-c2ccccc2)cc1 (stereo not given)
  -6	3	·	-0.3	8	3	-1.0	-3.6	13
CCOC(=O)C1=CN(Cc2ccco2)S(=O)(=O)N(CC)C1c1cccc(OC)c1 (stereo not given)
  2	8	-0.5	-0.5	6	0	4.7	1.1	1
O=c1c2ccccc2[nH]c(=S)n1Cc1ccc2c(c1)OCO2
  3	-3	-0.9	-0.8	12	0	1.1	-1.3	6
O=C(CN1C(=O)c2ccccc2S1(=O)=O)NC1CCCCCC1
  1	1	-0.5	0.0	0	-4	0.7	-1.5	-3

# The list itself, from the first entry:
# Each structure is followed by: Anthrax LF prot	CCHF vOTU inh	PfHsp40 yeast	BoNT A protease	PrPC surface inh	BoNT F protease	TcdB inh	FadD28 FP inh	Y pestis TopoI
CC1(C(=O)NS(=O)(=O)c2ccccc2)CCN1C(=O)Cc1ccc(-c2ccccc2)cc1 (stereo not given)
  -6	3	·	-0.3	8	3	-1.0	-3.6	13
CCOC(=O)C1=CN(Cc2ccco2)S(=O)(=O)N(CC)C1c1cccc(OC)c1 (stereo not given)
  2	8	-0.5	-0.5	6	0	4.7	1.1	1
O=c1c2ccccc2[nH]c(=S)n1Cc1ccc2c(c1)OCO2
  3	-3	-0.9	-0.8	12	0	1.1	-1.3	6
O=C(CN1C(=O)c2ccccc2S1(=O)=O)NC1CCCCCC1
  1	1	-0.5	0.0	0	-4	0.7	-1.5	-3
CCOc1ncccc1C(=O)OCCN1C(=O)c2ccccc2C1=O
  -1	16	4.5	-1.2	5	-21	·	0.5	-2
CC1CCCN(C2(O)C(=O)Nc3ccc(Br)cc32)C1 (stereo not given)
  12	-2	-2.8	-7.5	9	-12	2.7	-2.1	7
COc1ccccc1NC(=O)CNC(=O)Cn1cnc2sc(C)c(C)c2c1=O
  -3	7	-0.4	-1.1	-3	-11	-0.7	-2.3	11
Cc1cc(C)c(C)c(S(=O)(=O)N2CCC(C(=O)NC3=NCCS3)CC2)c1C
  -3	-10	-0.1	0.4	-3	-6	1.0	-0.8	14
CC(C)(CC(=O)O)CC(=O)Nc1ccc(Oc2ccc(C(C)(C)C)cc2)nc1
  ·	9	·	·	0	·	-4.8	-3.8	-9
C[C@H](NC(=O)c1ccccc1Cl)C(=O)NCCc1ccc(S(N)(=O)=O)cc1
  5	-14	-0.6	2.1	-5	26	0.2	-1.2	-3
O=C(CCl)N1c2ccccc2Sc2c1ccc1ccccc21
  -9	13	0.3	-0.6	-10	0	2.0	-10	15
COCCn1c(=NC(=O)c2ccc(S(=O)(=O)N3CCc4ccccc4C3)cc2)sc2cc(OC)ccc21
  -1	8	-0.5	0.6	7	3	·	-3.6	2
Cc1cccc(N2CCN(C3=NC(=O)C(Cc4ccccc4)S3)CC2)c1 (stereo not given)
  0	4	5.5	-0.2	-1	-2	·	-2.0	34
CCC(C(=O)NC1CCCCCC1)n1nc(C)n2c(cc3occc32)c1=O (stereo not given)
  -1	-6	1.4	2.0	3	2	-3.9	-0.3	1
O=C(CSc1nncs1)NC1CCCc2ccccc21 (stereo not given)
  -7	-6	-1.6	-2.7	-3	-5	-1.2	-0.6	3
CCn1cc(C(=O)NCC(OC)OC)c(=O)c2cc(S(=O)(=O)N3CCOCC3)ccc21
  -1	-4	0.5	-0.3	5	1	-1.7	-4.3	-3
CC1(C)N([O-])C(c2ccccc2)=C[N+](=O)C1(C)C
  -4	8	1.3	-0.3	-4	-8	·	-0.1	4
CC(C)CC(=O)Nc1ccc(N2CCOCC2)cc1
  -2	-3	0.6	0.2	-4	2	·	-0.4	-2
O=C(O)CCCC(=O)NCc1ccccn1
  0	7	-1.7	-0.1	-5	0	·	-4.5	-1
Cc1cccc(C2CC(c3ccc(F)cc3)Nc3nc(N)nn32)c1 (stereo not given)
  0	-4	-0.9	0.0	-2	1	0.4	-3.3	-9
C/C=C(\C)C(=O)Nc1cccc(C2=NOC3(C2)C[C@@H](C(N)=O)N(C(=O)/C(C)=C/C)C3)c1 (stereo not given in full)
  -7	-6	-1.0	-0.1	-4	0	-0.5	-2.3	-13
Cc1ccnc(N2CCC(C(=O)NCc3ccc4c(c3)OCO4)CC2)n1
  0	5	0.4	?	3	4	-1.1	1.7	-2
Cc1cc(-c2ccc(NS(=O)(=O)c3ccccc3)c(C)c2)ccc1NS(=O)(=O)c1ccccc1
  4	16	0.6	-0.2	10	2	12*	-1.4	-5
COc1ccccc1N1CCN(CC(=O)N2N=CCC2c2ccccc2)CC1 (stereo not given)
  -2	-3	-1.0	0.2	3	-3	1.6	0.1	2
CCN1C(=O)c2ccccc2S(=O)(=O)c2ccc(C(=O)NCCCN(CC(C)C)CC(C)C)cc21
  4	-5	-0.1	-0.2	1	8	0.8	-4.1	7
COc1ccc(S(=O)(=O)NC(N)=NCCc2ccccc2)cc1
  -2	5	1.3	-0.4	-4	0	0.9	0.8	0
COc1ccccc1-n1cnc2c(c1=O)c1nc3ccccc3nc1n2-c1ccc(C)cc1
  0	2	0.0	5.3	-6	5	0.6	-3.3	15
Cc1nc(NC(=O)/C=C/c2ccco2)sc1C
  0	0	1.0	0.2	-2	-3	-1.7	-2.4	-2
Cc1ccc(-n2nnnc2SCn2nnc3ccccc3c2=O)c(C)c1
  -5	-1	-0.9	2.9	7	1	·	-3.4	4
C/C(Cc1ccccc1)=N\NC(=O)CNC(=O)c1cccc(Cl)c1
  7	1	0.1	-5.6	-2	?	-1.4	-0.2	-2
Cc1ccc(C2=C(c3ccc([N+](=O)[O-])cc3)C(=O)OC2)cc1C
  0	14	2.7	1.1	-8	-5	1.8	-0.3	15
CC(NC(=O)CN1CCN(Cc2cccc(F)c2)CC1)c1ccccc1 (stereo not given)
  2	-14	0.6	-0.4	-1	-5	0.2	-3.8	5
CCOc1ccc(OCCn2c(=S)[nH]c3ccccc32)cc1
  ·	-1	0.0	·	15	·	0.0	-2.4	2
COc1ccc(C(=O)NNC2=CC(=O)CC(C)(C)C2)cc1OC
  0	1	-0.1	-1.5	-8	-5	·	-2.7	0
O=C(CCC1CCCCC1)Nc1c2c(nn1-c1ccc(F)cc1)CS(=O)(=O)C2
  -3	-9	0.3	-0.1	6	1	·	0.3	9
CCOc1ccc(/C=N/NC(=O)CCC(=O)Nc2ccc(F)cc2)cc1
  8	-1	-0.6	-2.6	-2	1	0.1	·	1
C/C=C/c1ccc(OCC(=O)OCc2csc(CC(=O)Nc3ccccc3C)n2)c(OC)c1
  -2	0	0.2	1.7	5	5	2.4	-1.6	22
S=C(Nc1ccc(Br)cc1)N1CCn2cccc2C1c1cccnc1 (stereo not given)
  -4	-9	1.3	0.5	-2	-2	-0.8	-7.5	-5
CC(=O)c1cccc(S(=O)(=O)NC2CCCCCC2)c1
  2	3	-1.3	-0.1	1	-2	·	-3.4	-9
CCc1nc2ccc(C(=O)N3CCN(S(=O)(=O)CC)CC3)cn2c1N(CC)CCN(C)C
  1	-5	·	-0.4	-7	2	2.0	1.0	-2
Cc1cc2cc(CCNC(=O)c3ccc(Br)o3)c(=O)[nH]c2cc1C
  -2	1	0.5	0.2	13	-2	·	-2.3	-5
CCCSc1nsc(NC(=O)CCC)n1
  -1	-3	?	-0.6	23	-4	0.0	-4.2	6
CC1CC(NC(=O)c2cc3c(=O)n4ccccc4nc3n2C)CC(C)(C)C1 (stereo not given)
  -1	-45	-0.4	0.5	-2	-7	1.8	-3.7	-6
COCc1cc(CN(C)C(=O)C2CCC(=O)N(Cc3cccc(OC)c3)C2)[nH]n1 (stereo not given)
  -5	4	0.0	0.5	-4	0	0.2	-1.1	6
CCCN1CCN(C(=O)Cn2nc(C)n3c(cc4c(OC)cccc43)c2=O)CC1
  1	-36	-0.9	-1.7	-8	-1	0.5	-3.8	4
CC(C)c1ccc(OCC(=O)N(Cc2ccco2)C2CCS(=O)(=O)C2)cc1 (stereo not given)
  -2	-3	-0.1	-0.2	1	0	2.0	-2.3	28
O=C(NC1=NCCS1)c1ccc(Cl)c(S(=O)(=O)N2CCCCC2)c1
  -1	5	-1.2	1.1	-7	-14	·	-5.1	15
COc1ccc(OCC(=O)O/N=C(\N)c2ccc(OC)cc2)cc1
  -14	-5	4.9	?	8	?	0.7	0.3	2
O=S(=O)(c1cc(F)cc(F)c1)N1CCN(c2ncccn2)CC1
  0	0	-0.5	-0.7	1	-1	·	-3.0	-6
CCCCCN1C(=O)c2cc(OC)ccc2[C@@]2(C(=O)OCC)Cc3cc(OC)ccc3[C@@H]12
  -3	1	·	-0.1	5	-5	0.7	·	·
CC(C)[N+]1(C)[C@@H]2CC[C@@H]1CC(OC(=O)C(CO)c1ccccc1)C2 (stereo not given in full)
  -8	2	-0.6	-0.6	9	18	-2.1	2.3	-1
Cc1cc2oc(=O)cc(CN(C)Cc3cccc(F)c3)c2cc1C
  1	-14	0.4	-2.3	1	-9	-0.2	-2.3	11
O=C(c1ccco1)N1CCN(c2ncnc3sc4c(c23)CCC4)CC1
  0	8	0.3	1.5	-6	4	·	-1.7	16
O=C(/C=C/c1ccc(-c2ccccc2)o1)c1ccccc1
  31*	17	3.2	63*	7	14	·	-4.3	7
CCc1ccccc1NC(=O)CSc1nnc(-c2ccco2)n1N
  11	3	-1.0	1.6	1	3	·	1.2	5
N#Cc1c(-c2ccccc2)nc(N2CCOCC2)[nH]c1=O
  -2	3	-2.1	1.2	-1	?	·	-1.0	-1
CC(C)(C)c1ccc(C(=O)NC(=O)COC(=O)c2ccco2)cc1
  ·	-16	0.9	·	-9	·	2.7	-3.9	10
Cc1ccc(N(O)C(C)(C)C)cc1
  -11	2	-2.2	-0.8	-1	-7	1.0	-0.2	-3
CN(C)CC1CSCCC1(O)c1ccc(Cl)cc1 (stereo not given)
  2	8	0.5	-0.1	7	-2	·	-3.1	5
COc1ccc(-c2[nH]c(-c3ccccc3)nc2SCC(=O)NCc2ccco2)cc1OC
  -7	2	-0.4	-0.5	8	-9	0.3	-0.6	3

# Further entries follow:
# Each structure is followed by: Anthrax LF prot	CCHF vOTU inh	PfHsp40 yeast	BoNT A protease	PrPC surface inh	BoNT F protease	TcdB inh	FadD28 FP inh	Y pestis TopoI
COC(=O)c1ccc(NC(=O)CCN2C(=O)C3CC=CCC3C2=O)cc1 (stereo not given)
  3	5	0.8	0.3	3	-5	-0.2	2.0	3
Cc1cccc(NC(=O)COc2ccccc2C(=O)NC(C)c2ccccc2)c1 (stereo not given)
  0	·	4.3	0.8	·	4	·	-6.1	14
O=C1CSC(c2cccc(F)c2)N1c1ccc(O)cc1 (stereo not given)
  -2	-21	0.4	-0.1	-3	1	·	-2.9	-4
O=C(Nc1sc2c(c1C(=O)O)CCC2)c1ccco1
  -6	7	0.7	-1.3	2	-9	·	-3.0	3
COc1ccc(C(C(=O)NC2CCCC2)N(C(=O)c2snc(-c3ccc(F)cc3)c2N)c2ccc(OC)cc2)cc1 (stereo not given)
  0	2	0.0	-1.3	46*	0	·	-3.9	12
CC(C)CCN1CCN(Cc2cnc(N3CCCC3)s2)CC1CCO (stereo not given)
  2	-14	0.0	-2.0	3	-4	0.6	-0.3	2
CS(=O)(=O)N1Cc2ccccc2CC1C(=O)OCC(=O)Nc1ccc2ccccc2c1 (stereo not given)
  ?	2	0.6	?	-2	?	·	-0.3	-5
Cc1cc(NC(=O)CSc2nnc(C(F)(F)F)n2C)no1
  2	4	-0.6	4.8	-6	14	0.7	-2.9	3
CC(NC(=O)[C@H](C)N1C(=O)N2CCc3c([nH]c4ccccc34)[C@@]2(C)C1=O)c1ccccc1 (stereo not given in full)
  2	2	1.3	-0.6	15	-6	1.9	-0.9	19
Cc1cccc(C)c1NC(=O)CSC(=O)c1sc2ccccc2c1Cl
  -24	6	0.1	0.6	10	?	1.9	-0.3	2
Cc1ccc(S(=O)(=O)N/N=C\c2ccccc2OCc2ccccc2)cc1
  -3	11	0.2	0.2	1	-3	·	-3.2	9

# Screens from PubChem.
